hERG protect – hERG rescue from dofetilide block, primary screen, cell-based, CHO-hERG, FluxOR thallium flux, dofetilide IC70; dofetilide IC70 present; AID 1511, 2009; activation (rescue from dofetilide block), less the hit threshold, % at 10 µM; actives 0.51% (n = 310,000);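 active = activation above the mean of controls blocked by dofetilide plus 5 SD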;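 also: thallium influx through hERG after potassium depolarization seen as dye fluorescence rise; in these data hits start at about 4.7%; inactives centre near -7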
MrgX1 allo act – positive allosteric modulators of MrgX1, primary screen, HEK293 cells, Fluo-4 calcium flux. Mas-related G-protein coupled receptor member X1 (Homo sapiens), Q96LB2. FDSS; active compounds read high. B-score at 10 µM. actives 0.63% (n = 310,000). AID 588675, 2011;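 active = plate-corrected calcium response at least 3 library SD above typical, normal starting fluorescence, not activating the receptor alone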;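 also: compound read alongside a low EC10 to EC30 dose of BAM8-22 agonist; peak minus trough fluorescence over baseline measured at the second addition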
KCNK3 inh – human KCNK3 channel inhibitors, primary screen, CHO cells, FluxOR thallium flux, B-score; B-score at 10 µM; Potassium channel subfamily K member 3 (Homo sapiens), O14649; FluxOR fluorescence; active compounds read low; actives 0.84% (n = 340,000); AID 602410, 2012;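 active = B-score under library mean minus 4 SD, starting fluorescence ratio at most library mean plus 5 SD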;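 also: more negative B-score means stronger inhibition of thallium flux through KCNK3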
Target sequence (O14649 whole entry, looked up): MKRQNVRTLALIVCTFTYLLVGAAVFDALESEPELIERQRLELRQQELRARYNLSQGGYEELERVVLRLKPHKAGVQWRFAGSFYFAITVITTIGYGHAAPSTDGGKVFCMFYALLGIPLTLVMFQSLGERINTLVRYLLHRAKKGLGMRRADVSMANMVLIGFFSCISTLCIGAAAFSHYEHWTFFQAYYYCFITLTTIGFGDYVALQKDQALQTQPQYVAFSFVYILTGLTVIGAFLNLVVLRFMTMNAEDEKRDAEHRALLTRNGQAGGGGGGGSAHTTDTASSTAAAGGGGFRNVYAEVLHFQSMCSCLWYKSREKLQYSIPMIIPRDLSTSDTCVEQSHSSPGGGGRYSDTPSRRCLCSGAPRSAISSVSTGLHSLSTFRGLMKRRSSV
RGS4 pot – RGS4 potentiators or activators, primary screen, cell-based, HEK293 M3R inducible RGS4, calcium flux; B-score at 10 µM; carbachol calcium flux Fluo4; active compounds read low; AID 463111, 2010; actives 0.92% (n = 310,000);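 active = B-score of the integrated calcium signal more than 4 SD below the library mean, with starting fluorescence not abnormally high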;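 also: negative B-score means reduced calcium response which marks RGS4 activation or potentiation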
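Assay system: HEK293 FlpIn-TREx cells, stable M3R, doxycycline-inducible RGS4 / Probe or stimulus: carbachol, ECmax concentration / Times: overnight RGS4 induction, 30 min dye load 37 °C, 20 min compound RT / Signal: kinetic calcium fluorescence imaging with Fluo4-AM dye, 2 µM / Measure: Agonist-evoked peak-minus-minimum fluorescence over baseline, integrated ratio, B score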
ANO1 activ – TMEM16A chloride channel activators or potentiators, primary screen, cell-based, HTS; HEK293 TMEM16A/YFP-H148Q/I152L, iodide quench fluorescence; active compounds read low; B-score at 10 µM; actives 0.3% (n = 340,000);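 active = fluorescence-ratio B-score plate-corrected deviation score at least 3 library SD below zero, with starting fluorescence score within 5 deviations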;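 also: channel opened by trigger with iodide after compound preincubation; score built on the fluorescence ratio of max minus min over baseline; more negative score means more quench and so TMEM16A activation or potentiation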
KCNQ1 block – inhibitors of human KCNQ1 channel, primary screen, cell-based, thallium flux, high-throughput; Potassium voltage-gated channel subfamily KQT member 1 (Homo sapiens), P51787; CHO-K1 KCNQ1, FluxOR thallium flux fluorescence; active compounds read high; B-score at 10 µM; actives 1.3% (n = 310,000);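 active = compounds whose thallium flux B-score, printed positive for inhibition, exceeds three library SD while starting fluorescence stays within three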;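 also: channel opened by potassium depolarization with thallium stimulus after 20 min compound exposure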
Target sequence (P51787 whole entry, looked up): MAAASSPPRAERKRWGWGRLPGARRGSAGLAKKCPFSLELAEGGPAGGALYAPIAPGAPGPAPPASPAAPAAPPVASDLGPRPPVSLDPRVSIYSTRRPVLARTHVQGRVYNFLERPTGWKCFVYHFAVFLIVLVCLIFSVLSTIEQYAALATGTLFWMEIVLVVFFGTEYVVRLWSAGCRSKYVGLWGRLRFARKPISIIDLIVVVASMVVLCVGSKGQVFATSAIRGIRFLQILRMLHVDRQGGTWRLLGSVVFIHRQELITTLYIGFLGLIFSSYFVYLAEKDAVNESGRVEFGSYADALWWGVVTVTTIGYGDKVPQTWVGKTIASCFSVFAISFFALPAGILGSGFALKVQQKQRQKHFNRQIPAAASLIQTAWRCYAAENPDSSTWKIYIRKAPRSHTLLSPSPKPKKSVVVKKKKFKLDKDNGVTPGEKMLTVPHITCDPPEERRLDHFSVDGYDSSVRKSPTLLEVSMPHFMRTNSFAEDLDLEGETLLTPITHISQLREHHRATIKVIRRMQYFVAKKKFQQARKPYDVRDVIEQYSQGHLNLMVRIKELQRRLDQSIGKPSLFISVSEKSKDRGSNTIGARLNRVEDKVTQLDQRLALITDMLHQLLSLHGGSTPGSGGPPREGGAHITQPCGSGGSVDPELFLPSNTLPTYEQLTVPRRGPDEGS
TMEM16A inh – TMEM16A chloride channel inhibitors, primary screen, cell-based, HTS; actives 1.2% (n = 310,000); normalized B-score (activity score, 25-100; higher = stronger inhibition) at 10 µM; HEK293 TMEM16A/YFP iodide influx fluorescence, ionomycin;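 active = ratio plate-corrected score three or more library SD toward inhibition, starting fluorescence score within five deviations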;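 also: score derived from kinetic fluorescence span divided by baseline fluorescence per well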
KCNK9 inh – KCNK9 potassium channel inhibitors, primary screen, HEK293 cells, thallium flux; FluxOR thallium flux fluorescence; active compounds read low; AID 488922, 2010; Potassium channel subfamily K member 9 (Homo sapiens), Q9NPC2; B-score at 10 µM; actives 1.2% (n = 310,000);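 active = ratio B-score over 3 SD below the library mean, with starting fluorescence within 5 SD of its mean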;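 also: negative B-score means less thallium flux so channel inhibition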
MrgX1 agonist – agonists of human MrgX1 receptor, primary screen, HEK293 cells, Fluo-4 calcium flux; Mas-related G-protein coupled receptor member X1 (Homo sapiens), Q96LB2; Fluo-4 calcium fluorescence, agonist mode; active compounds read high; B-score at 10 µM; actives 0.44% (n = 310,000); AID 588627, 2011;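 active = calcium response B-score plate-corrected fluorescence ratio at least 3 library SD, with starting fluorescence B-score inside 5 SD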
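System – MrgX1-expressing HEK293 cells · Incubation – cells plated overnight, dye loaded 0.5 h 37 °C, 0.5 h room temperature · Technique – kinetic Fluo-4 NW fluorescence of intracellular calcium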
RGS4 inh – RGS4 inhibitors, primary screen, cell-based, HEK293 M3R inducible RGS4, calcium flux | Fluo-4 calcium flux; active compounds read high; triggered by carbachol at its EC20 | actives 0.45% (n = 310,000) | B-score at 10 µM | Regulator of G-protein signaling 4 (Homo sapiens), P49798;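 active = B-score, a plate-corrected calcium signal, over three deviations above library mean, with baseline fluorescence within five deviations of library mean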;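 also: RGS4 expression induced by doxycycline in cells with stable M3 receptor; B-score is computed from the integrated fluorescence ratio over baseline after carbachol; higher B-score means a larger calcium signal and so more RGS4 inhibition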
KCNQ1 pot – potentiators or activators of KCNQ1 channel, primary screen, cell-based, thallium flux, high-throughput; Potassium voltage-gated channel subfamily KQT member 1 (Homo sapiens), P51787; CHO-K1 KCNQ1, thallium flux FluxOR fluorescence; active compounds read high; B-score at 10 µM; actives 0.35% (n = 310,000);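 active = fluorescence ratio B-score, a plate-corrected score, at least three library SD, with initial intensity B-score within 5 SD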
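Test system: CHO-K1 cells stably expressing KCNQ1 / Medium: assay buffer / Also added: depolarizing K+/Tl+ stimulus, K2SO4 and Tl2SO4 each 12.5 mM in 5x stock / Incubation: 90 min dye loading and 20 min compound exposure, both at room temperature / Signal: thallium influx via FluxOR fluorescence, kinetic imaging / Evaluation: B score of baseline-normalized fluorescence ratio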
* = called active by the depositor; i = inactive; . = no result given. Compounds were not picked by outcome. Share with any hit: about 6.3%.

SMILES	hERG protect	MrgX1 allo act	KCNK3 inh	RGS4 pot	ANO1 activ	KCNQ1 block	TMEM16A inh	KCNK9 inh	MrgX1 agonist	RGS4 inh	KCNQ1 pot
COc1ccc(OCc2nnc(SCC(=O)N(C)Cc3ccccc3)n2N)cc1	-7	i	i	i	i	i	i	i	i	i	i
COc1ccc(C(=O)NCc2nnc(SCC(=O)N3CCCCC3)o2)cc1OC	-7	i	i	i	i	i	i	i	i	i	i
CC(=O)c1cccc(NC(=O)CCc2nnc3ccc(N4CCOCC4)nn23)c1	-10	i	i	i	i	i	i	i	i	i	i
O=[N+]([O-])c1c(NCCCO)cc(SCc2ccco2)c2nonc12	-7	i	i	i	i	i	i	i	i	i	i
Cc1nnc(SCCCn2c(N3CCCCC3)nc3c2c(=O)[nH]c(=O)n3C)s1	-9	i	i	i	i	i	i	i	i	i	i
O=C(Nc1ccccc1Cc1ccccc1)c1ccccc1NS(=O)(=O)c1ccc(Cl)s1	-15	i	i	i	i	8*	25*	i	i	i	i
O=C(Nc1ccccc1)C1CCN(C(=O)c2ccccc2)CC1	-8	i	i	i	.	i	i	i	i	i	i
Cc1onc(-c2ccccc2Cl)c1C(=O)Nc1ccc(-c2nnc3n2CCCCC3)cc1	-2	i	i	i	i	i	i	i	i	i	i
CCCCS(=O)(=O)Nc1ccc2ncn(C)c(=O)c2c1	-10	i	i	i	i	i	i	i	i	i	i
O=C(Oc1coc(CSc2ncccn2)cc1=O)c1ccc(Br)o1	-4	i	i	i	i	i	i	i	i	i	i
CC(C)(C)NC(=O)CSc1nc(O)cc(=O)n1-c1ccccc1	2	i	i	i	i	i	i	i	i	i	i
CCOc1ccc(NC(=O)c2c(OC)cccc2OC)cc1	-16	i	i	i	i	i	i	i	i	i	i
O=C(NC1CCN(C(=O)NCc2ccccc2)CC1)c1cccc(F)c1	1	i	i	i	i	i	i	i	i	i	i
O=C1CC(C(=O)N(c2ccccc2)C(C(=O)NC2CCCC2)c2ccncc2)CS1 (configuration not stated)	-14	i	i	i	i	i	i	i	i	i	i
FC(F)(F)c1nc2ccccc2nc1N/N=C/c1ccc(Cl)cc1	-8	i	i	i	i	i	i	i	i	i	i
O=C(NCCCCNC(=O)C1CCCC1)C1CCCC1	-9	i	i	i	i	i	i	i	i	i	i
CCN(CC)CCN(Cc1cc2cc(C)ccc2[nH]c1=O)C(=S)Nc1ccccc1	-7	i	i	i	i	i	i	i	i	i	i
Nc1nc(Br)c2c(F)cccc2c1-c1ccccc1	-4	i	i	i	i	i	i	i	i	i	i
CN(NS(=O)(=O)c1ccc(Cl)cc1)c1cnn(C)c(=O)c1Cl	-11	i	i	i	i	i	i	i	i	i	i
Cn1c(COc2ccc(F)cc2)nc2ccccc21	-5	i	i	i	i	i	i	i	i	i	i
COc1cc(C)c(C(N)=O)c(OC)n1	-6	i	i	i	i	i	i	i	i	i	i
COC(=O)c1ccccc1NC(=O)Nc1ccc2c(c1)OCO2	-12	i	i	i	i	i	i	i	i	i	i
O=C1C(C=NCc2ccccn2)=C(O)c2ccccc21	2	i	i	i	i	i	25*	i	i	i	i
CCc1ccc(N(CC(=O)NCc2cccnc2)S(=O)(=O)c2ccccc2)cc1	-10	i	i	i	i	i	i	i	i	i	i
Cc1ccc(C)c(NC(=O)COC(=O)Cc2ccsc2)c1	-12	i	i	i	i	i	i	i	i	i	i

The listing continues:
SMILES	hERG protect	MrgX1 allo act	KCNK3 inh	RGS4 pot	ANO1 activ	KCNQ1 block	TMEM16A inh	KCNK9 inh	MrgX1 agonist	RGS4 inh	KCNQ1 pot
CC1CCN(C(=O)CCNC(=O)Cn2cnc3sc4c(c3c2=O)CCCC4)CC1	-15	i	i	i	i	i	i	i	i	i	i
C=CCSC1=C(C#N)C(c2ccccc2C)CC(=O)N1 (configuration not stated)	-8	i	i	i	i	i	i	i	i	i	i
COc1cccc(CSc2nc3ccccc3cc2C=O)c1	-8	i	i	i	i	i	i	i	i	i	i
CCN(CC)S(=O)(=O)c1ccc(N2CCCC2)c(NC(=O)Cc2cc(OC)c(OC)c(OC)c2)c1	-6	i	i	i	i	i	i	i	i	i	i
Cn1c(=N)n(CC(=O)c2ccccc2)c2ccccc21	-9	i	i	i	i	i	i	i	i	i	i
Cc1nnc(SC(C)C(=O)Nc2nccs2)s1 (configuration not stated)	-13	i	i	i	i	i	i	i	i	i	i
O=[N+]([O-])c1ccc(Sc2ncccn2)c([N+](=O)[O-])c1	-9	i	i	i	i	i	i	i	i	i	i
O=C1CC(c2ccccc2)CC(O)=C1C=Nc1cccc(Cl)c1 (configuration not stated)	-7	i	i	i	i	i	i	i	i	i	i
CN(C)CCNC(=O)/C(=C/c1ccc(-c2cccc(Cl)c2)o1)NC(=O)c1ccccc1	-19	i	i	i	i	i	i	i	i	i	i
Cc1ccc(Cc2c(C)nc3nc(SCC(=O)NCCCN4CCOCC4)nn3c2C)cc1	-15	i	i	i	i	i	i	i	i	i	i
C/C(=N\NC(=O)c1ccccc1F)c1ccc(C#N)cc1	1	i	i	i	i	i	i	i	i	i	i
CCN(CC)CCNC(=O)CCc1nn(C)c(=O)c2ccccc12	-7	i	i	i	i	i	i	i	i	i	i
CCO[C@H]1OC(C(=O)NC2CC2)=C[C@@H](C2CC2)[C@@H]1CCCO	-9	i	i	i	i	i	i	i	i	i	i
CC(NC(=O)CSCc1ccc(Br)cc1)c1ccccc1 (configuration not stated)	-7	i	i	i	i	i	i	i	i	i	i
Nc1n[nH]c(-c2ccccc2)c1-c1ccccc1	-7	i	i	i	i	i	i	i	i	i	i
CCOc1ccc(/C=N/Nc2nncc(-c3ccccc3)n2)cc1OC	-15	i	i	i	i	i	i	i	i	i	i
O=C1CC(N2CCN(c3ccc(F)cc3)CC2)C(=O)N1c1ccc2c(c1)OCO2 (configuration not stated)	-6	i	i	i	i	i	i	i	i	i	i
CCOC(=O)c1c2c(n(C)c1COC)C(=O)C(=O)c1ccc(Br)cc1-2	-9	i	.	i	.	i	i	i	i	i	i
Cn1cnnc1SCC(=O)NCCc1ccc(Cl)cc1Cl	-8	i	i	i	i	i	i	i	i	i	i
CCN(CC)S(=O)(=O)c1ccc(Cl)c(C(=O)Oc2cccnc2)c1	0	i	i	i	i	i	i	i	i	i	i
CCOC(=O)C(C(=O)OCC)N(C#N)c1nc(C)cc(C)n1	-5	i	i	i	i	i	i	i	i	i	i
CCOC(=O)N/N=C(\C)c1ccc(Oc2ncccn2)cc1	-6	i	i	i	i	i	i	i	i	i	i
NC(=S)NNC(=O)/C(=C/c1ccc(Br)cc1)NC(=O)c1ccccc1	-7	i	i	i	i	i	i	i	i	i	i
COc1cc(NC(=O)c2nccnc2C(=O)O)cc(OC)c1	-2	i	i	i	i	i	i	i	i	i	i
C/C1=C\CCC2C(/C=C(\C)CC1)OC(=O)C2CN1CCCCC1 (configuration not stated)	-4	i	i	i	i	i	i	i	i	i	i

The list continues.
SMILES	hERG protect	MrgX1 allo act	KCNK3 inh	RGS4 pot	ANO1 activ	KCNQ1 block	TMEM16A inh	KCNK9 inh	MrgX1 agonist	RGS4 inh	KCNQ1 pot
O=C(CCN1C(=O)c2ccccc2C1=O)NCc1ccc(F)cc1	-8	i	i	i	i	i	i	i	i	i	i
O=C(CSc1n[nH]c(=O)[nH]c1=O)c1ccc(Cl)cc1Cl	-10	i	i	i	i	i	i	i	i	i	i
CC(NS(=O)(=O)c1ccc(Cl)cc1)C(c1cccs1)N1CCN(C)CC1 (configuration not stated)	-2	i	i	i	i	i	i	i	i	i	i
O=C(Nc1cccc(-c2cccc(F)c2)c1)C1CCN(C2CCC2)CC1	-14	i	i	i	i	i	i	i	i	i	i
CS(=O)(=O)N(CC(=O)Nc1ccc(S(=O)(=O)N2CCCC2)cc1)c1cccc(F)c1	-8	i	i	i	i	i	i	i	i	i	i
COc1ccc(NCc2ccsc2)cc1	-3	i	i	i	i	i	i	i	i	i	i
CCOC(=O)c1cn(-c2c(C)n(C)n(-c3ccccc3)c2=O)c2c(F)c(F)c(F)cc2c1=O	-8	i	i	i	i	i	i	i	i	i	i
C=CCn1c(SCC(=O)NCCCC(=O)OCC)nc2scc(-c3ccco3)c2c1=O	-10	i	i	i	i	i	i	i	i	i	i
Cc1ccc(C)c2[nH]c(=O)c(CCNC(=O)CC(C)C)cc12	-3	i	i	i	i	i	i	i	i	i	i
O=C(Nc1ccc(-c2ccc(N3CCCCC3)nn2)cc1)c1ccco1	-7	i	i	i	i	i	i	i	i	i	i
COc1ccc(C(=O)NC2CCCc3c2cnn3-c2ccccc2F)cc1OC (configuration not stated)	-5	i	i	i	i	i	i	i	i	i	i
Cc1cc(-c2ccccc2)nc2cc(C(=O)OC(C)C)nn12	-8	i	i	i	i	i	i	i	i	i	i
Cc1c(-c2cc(C(=O)O)on2)cnn1C	-8	i	i	i	i	i	i	i	i	i	i
COc1ccc(C(CC(=O)Nc2ccccn2)N2Cc3ccccc3C2=O)cc1OC (configuration not stated)	-1	i	i	i	i	i	i	i	i	i	i
CCn1nnnc1NCc1ccc(SC)cc1	0	i	i	i	i	i	i	i	i	i	i
O=c1cc(Nc2ccc3c(c2)OCCO3)[nH]c(=O)n1Cc1ccc(F)cc1	-5	i	i	i	i	i	i	i	i	i	i
COC(=O)CCN(C)CCC(=O)OC	-5	i	i	i	i	i	i	i	i	i	i

Screening data: PubChem, Johns Hopkins Ion Channel Center
